Screening data as filed in PubChem.
RAD52 anneal inh = RAD52 (human) annealing inhibition; P43351; hit rate 0.46% among 360,000; inhibition, % at 18.7 µM; recombinant RAD52 DNA annealing, FRET fluorescence; AID 651710;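 active means every replicate showing at least 50% inhibition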
PGC1a acetyl inh = modulators of PGC1a acetylation; U2OS PGC1a acetylation, AlphaScreen anti-acetyl-lysine; with virally co-expressed GCN5 acetyltransferase; inhibition, % at 15.6 µM; hit rate 0.17% among 350,000; AID 651687;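 active means every replicate shows inhibition of at least 40%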;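 further: 0% = neutral control wells and 100% = positive control wells; some results beyond the cut were filed as inactive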
Cneo AK release = causes C. neoformans cell lysis; adenylate kinase release luminescence, 4 h; normalised: neutral wells 0, clomiphene wells 100; lysis activity, % at 15 µM; hit rate 0.2% among 360,000; AID 651654;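 active means mean lysis activity across replicates of at least 80%, whatever share of replicates individually reach that level; inactive means mean lysis activity below 80%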
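Schedule: static 4 h at 37 °C with compound, 1 h detection; system: C. neoformans cells; benchmarks: Clomiphene as positive control; buffer or medium: fresh YPD medium; measure: luminescence rise reflecting yeast cell lysis; measured by: luminescent adenylate kinase detection reagent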
ERAP1 HTS inh = ERAP1 (human) enzyme inhibition. inhibition, % at 10.7 µM. recombinant ERAP1, Leu-AMC fluorescence, 60 min. hit rate 0.15% among 340,000;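 active means mean replicate inhibition of at least 30%, or all replicates individually reaching that 30% level; inactive means mean below 30% and not every replicate reaching it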;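 further: 0% = neutral control wells and 100% = L-leucinethiol positive control wells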
E-selectin induc = induces E-selectin expression in human endothelial cells | P16581 | HUVEC E-selectin immunofluorescence imaging; normalized: neutral wells 0, TNF-alpha wells 100 | activation, % at 7.58 µM | hit rate 0.37% among 260,000;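 active means mean E-selectin-positive cell signal at least 10% of the positive control, reached in at least 60% of replicates, without over 20% cell loss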;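 further: in these data hits start at about 27%; measured in HUVEC primary endothelial cells; signal is the percent of cells scored E-selectin positive by PE staining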
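Material: HUVEC primary endothelial cells; Amount: 3,000 cells per well; Dosing: single concentration; Medium: EGM-2 growth medium on 0.1% gelatin-coated wells; Read-out basis: percent E-selectin-positive cells; Signal: immunofluorescence imaging; Control set: TNF-alpha, DMSO.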
RAD54 inh = RAD54 (human) branch migration inhibition; Q92698; RAD54 Holliday junction branch migration, FAM/BHQ fluorescence; inhibition, % at 10.4 µM; hit rate 0.14% among 360,000;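 active means mean normalized replicate activity at least 40 and at least half of replicates scoring 40 or more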;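 further: 0% = median of neutral control wells and 100% = median of positive control wells; inhibitors cause a drop in the FAM fluorescence signal; in these data hits start at about 50%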
Target sequence (Q92698 whole entry, looked up): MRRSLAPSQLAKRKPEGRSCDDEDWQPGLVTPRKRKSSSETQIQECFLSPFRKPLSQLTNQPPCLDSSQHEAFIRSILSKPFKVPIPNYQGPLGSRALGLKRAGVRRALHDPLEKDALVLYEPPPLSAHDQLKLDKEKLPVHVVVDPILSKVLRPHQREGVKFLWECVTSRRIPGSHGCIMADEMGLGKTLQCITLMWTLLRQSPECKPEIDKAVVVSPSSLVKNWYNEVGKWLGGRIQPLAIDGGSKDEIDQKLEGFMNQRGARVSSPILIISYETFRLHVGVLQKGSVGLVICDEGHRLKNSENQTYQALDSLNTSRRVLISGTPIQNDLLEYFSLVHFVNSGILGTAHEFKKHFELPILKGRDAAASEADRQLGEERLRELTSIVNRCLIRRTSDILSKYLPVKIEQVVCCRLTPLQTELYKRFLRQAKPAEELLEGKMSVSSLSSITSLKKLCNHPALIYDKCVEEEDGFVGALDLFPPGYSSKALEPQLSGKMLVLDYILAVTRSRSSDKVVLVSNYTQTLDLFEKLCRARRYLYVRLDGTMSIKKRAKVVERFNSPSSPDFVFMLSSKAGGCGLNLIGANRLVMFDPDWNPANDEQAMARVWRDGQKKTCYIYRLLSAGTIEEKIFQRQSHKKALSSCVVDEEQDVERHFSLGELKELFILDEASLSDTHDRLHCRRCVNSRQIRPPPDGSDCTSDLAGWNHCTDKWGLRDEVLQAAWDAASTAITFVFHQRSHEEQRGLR
PglD DTNB = PglD (C. jejuni) enzyme inhibition | purified PglD enzyme, DTNB colorimetric CoA detection | inhibition, % at 12.5 µM | hit rate 0.098% among 360,000 | AID 602405; in the data active means inhibition above about 16%, passing the limit was not always enough; further: strong numbers were not always called active
miR-122 sensor = blocks miR-122 activity in Huh7 sensor cells. Huh7 miR-122 Renilla luciferase sensor, 48 h; neutral wells = 0, positive control = 100. activation (reporter increase), % at 12.5 µM. hit rate 0.3% among 340,000. AID 602342;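 active means mean replicate activation score at least 90 and every replicate individually at or above 90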;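 further: higher luciferase means less miR-122 activity so hits act as miR-122 inhibitors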
* = called active by the depositor; x = no result given; [ ] = remark or other dose.

canonical_smiles	RAD52 anneal inh	PGC1a acetyl inh	Cneo AK release	ERAP1 HTS inh	E-selectin induc	RAD54 inh	PglD DTNB	miR-122 sensor
Cc1ccc(S(=O)(=O)NCCOC(=O)Nc2sc(=S)n(C)c2C)cc1	-14	-9	2	0	x	-4	-4	x
N#CCSc1nnc(-c2cnccn2)n1Cc1ccccc1	x	-2	-3	x	x	7	-4	0
CCCC[C@H]1COCCS(=O)(=O)N1Cc1cccc(Cl)c1	-9	6	1	4	x	-10	0	-5
Cc1ccc(C(CC(=O)c2ccco2)SCCO)cc1 (stereo not given)	x	-5	-3	x	x	-5	-1	-5
O=C(C[C@H]1CC[C@@H]2[C@H](COC[C@H](O)CN2S(=O)(=O)c2cccc(Cl)c2)O1)NCCCN1CCOCC1	-6	-8	-3	2	0.1	10	2	-1[16.7 µM]
COc1ccc2c3c([nH]c2c1)[C@@H](CO)N(Cc1ccncc1)CC31CN(CC2CCOCC2)C1	-12	12	x	0	0.6	x	x	x
COC(=O)c1cc(COc2ccc3oc(C)c(C(=O)OC(C)C)c3c2)c(C)o1	x	-9	0	x	x	5	-2	-2
CCSc1nc(-c2cccs2)nc2ccccc12	-8	6	6	-9	2.7	11	x	7
CCC(CC)C(=O)Nc1cc(C)c2c(=O)oc3ccccc3c2n1	-26	-9	6	4	3.3	10	1	4
Cc1ccc(S(=O)(=O)N(C)Cc2ccc(C(=O)NN=C3C4CC5CC(C4)CC3C5)cc2)cc1	11	4	2	-5	-0.1	5	6	3
Cc1ccc(S(=O)(=O)N(C)C)cc1NC(=O)c1ccc(-n2cncn2)c([N+](=O)[O-])c1	-8	x	1	-5	0.4	-4	-1	x
CSc1nc(N)nc2c1ncn2CC(=O)NCCCc1ccccc1	4	2	3	9	0.4	0	-5	-5
COc1ccc(C(=O)Nn2c(CC(C)C)nc3cc(OC)c(OC)cc3c2=O)c(OC)c1	-7	-2	0	-2	x	-7	-8	2
CCOC(=O)c1c(C)[nH]c(C)c1S(=O)(=O)N(C)CC(=O)Nc1ccccc1C	-5	x	-2	-1	x	2	-4	11
CNC(=O)COC(=O)c1cc(F)c(F)cc1Cl	x	16	0	x	x	-2	1	-3
CCOc1cc(/C=C\c2nc(O)c([N+](=O)[O-])c(=O)[nH]2)ccc1OC(C)C	-55	0	-2	5	-0.1	-5	-5	x
CCNC(=O)C1(C)CCN(C(=O)c2cccc(Cl)c2)C1 (stereo not given)	-5	x	-1	-1	0.1	1	5	-6
CCN(Cc1ccccc1)c1ccccc1	-7	0	1	6	x	-2	2	-2
COc1ccc(-c2c(C#Cc3ccsc3)c3cc(-c4ccc5c(c4)OCCO5)ccc3n2C)cc1	-34	-9	8	3	0.0	-11	-7	2
Cc1ccc(S(=O)(=O)N2CCC(=O)N(CCO)CC2)cc1	-13	x	-1	5	-0.1	-5	-4	x
COc1ccc(-c2nc3ccc(N4CCN(C)CC4)cc3c(=O)[nH]2)cc1	5	4	x	-3	x	x	x	0
COCC(=O)N1[C@H](C#N)[C@H](c2ccccc2)[C@H]1CO	-9	8	14	-1	0.0	-5	-2	x
Cc1sc(NC(=O)C2=COCCO2)nc1-c1ccc(Br)cc1	-1	-9	0	-1	x	9	-1	7
CCC(=O)N1C[C@H](C)[C@H](OC)CN(C)C(=O)c2cc(NC(=O)Nc3ccc(Cl)cc3)ccc2OC[C@@H]1C	16	1	-3	0	-0.1	7	3	-8[16.7 µM]
COCCN(C(=S)Nc1c(C)cccc1C)C(C)c1cccnc1 (stereo not given)	-15	10	3	-1	-0.1	-4	-1	0
CCOC(=O)C1CCN(C(=O)C(C)Oc2ccc(Br)cc2)CC1 (stereo not given)	-13	-1	0	-5	x	-11	5	5
COc1ccc(-c2sc3cc4c(cc3c2-c2ccc3c(c2)OCCO3)OCO4)cc1	-9	4	0	2	0.1	-2	5	-4
COc1cc(/C=C2\CCOC2=O)cc(OC)c1OC	-8	x	0	1	-1.5	10	-5	x
CCCNC(=O)N1[C@@H]2c3ccc(-c4ccccc4OC)c(=O)n3C[C@H]1[C@H](CO)[C@H]2C(=O)NCC	-8	x	-2	4	0.0	7	1	x
O=C(Cc1ccccn1)N[C@H]1CC[C@@H](CCn2cc(-c3cccnc3)nn2)O[C@H]1CO	-20	-24	0	-4	-0.1	-6	-1	x
C[C@H](CO)N1C[C@H](C)[C@H](CN(C)C(=O)c2ccncc2)OCCCC[C@H](C)Oc2ccc(NS(=O)(=O)c3ccc(Cl)cc3)cc2C1=O	6	-4	-4	-2	0.7	-11	1	2[16.7 µM]
CCCNC(=O)C[C@H]1CC[C@H]2[C@H](COc3ccc(NC(=O)NC(C)C)cc3C(=O)N2C)O1	9	-1	-1	0	0.0	-8	2	-6[16.7 µM]
Cc1cccc(OCC(O)Cn2c(NCCCOC(C)C)nc3c2c(=O)[nH]c(=O)n3C)c1 (stereo not given)	x	9	2	x	x	-5	2	1
COCC(=O)Nc1ccc2c(c1)OC[C@@H](C)N(C(=O)c1ccccn1)C[C@H](C)[C@@H](OC)CN(C)C2=O	x	-5	-2	x	0.2	-1	0	-19[16.7 µM]
O=C(C[C@@H]1C[C@@H]2c3cc(NC(=O)C4CCOCC4)ccc3O[C@@H]2[C@@H](CO)O1)NCCc1ccccc1	-7	5	-7	0	-0.7	-7	-1	-4[16.7 µM]
Nc1c(C(=O)OCC(=O)Nc2cccc([N+](=O)[O-])c2)[nH]c(=O)[nH]c1=O	-18	23	-1	-3	x	2	-1	-7
CC(C)C#Cc1cnc2c(c1)C(=O)N([C@@H](C)CO)C[C@@H](C)[C@H](CN(C)C(=O)c1cnccn1)O2	14	-4	-4	-6	-0.5	7	7	14[16.7 µM]
COc1cc(CN2CCN(c3cccc(Cl)c3)CC2)cc(OC)c1OC	x	-8	0	x	x	7	1	49
COc1cnn(-c2ccc(C)cc2)c(=O)c1SCc1ccccc1	x	-2	0	x	x	-2	2	-10
CC(C)NC(=S)Nc1ccc(S(=O)(=O)Nc2ncccn2)cc1	-12	x	0	0	x	-2	-2	-5

In the list so far, these have a nitro group on carbon:
canonical_smiles	RAD52 anneal inh	PGC1a acetyl inh	Cneo AK release	ERAP1 HTS inh	E-selectin induc	RAD54 inh	PglD DTNB	miR-122 sensor
Cc1ccc(S(=O)(=O)N(C)C)cc1NC(=O)c1ccc(-n2cncn2)c([N+](=O)[O-])c1	-8	x	1	-5	0.4	-4	-1	x
CCOc1cc(/C=C\c2nc(O)c([N+](=O)[O-])c(=O)[nH]2)ccc1OC(C)C	-55	0	-2	5	-0.1	-5	-5	x
Nc1c(C(=O)OCC(=O)Nc2cccc([N+](=O)[O-])c2)[nH]c(=O)[nH]c1=O	-18	23	-1	-3	x	2	-1	-7

Next section
canonical_smiles	RAD52 anneal inh	PGC1a acetyl inh	Cneo AK release	ERAP1 HTS inh	E-selectin induc	RAD54 inh	PglD DTNB	miR-122 sensor
O=C(C[C@H]1CC[C@H]2[C@@H](COC[C@H](O)CN2CCC(F)(F)F)O1)NCC1CC1	1	-12	-2	0	0.1	4	1	-1[16.7 µM]
CC(Sc1ncnc2sccc12)C(=O)Nc1ccc(C(N)=O)cc1 (stereo not given)	-25	-7	2	0	3.5	1	0	3
COc1ccc(-c2nnn(Cc3ccccc3)n2)cc1OC	-5	-2	-2	-1	0.5	-6	1	-1
Cc1ccc(/C=N/NC(=O)c2nnn(-c3nonc3N)c2CN(C)C)s1	-12	-6	1	0	0.7	0	-3	-1
COc1ccc(OC2C(=O)N(Cc3ccc4c(c3)OCO4)C2c2sccc2C)cc1 (stereo not given)	-21	-10	0	-1	x	11	3	34
CC(C)CC1C(=O)N(Cc2cn(CCC3OCCCO3)nn2)CCS(=O)(=O)N1Cc1ccc(-c2cccc(CO)c2)cc1 (stereo not given)	-14	-10	-1	x	5.8	11	4	-6
Cc1ccc(-c2nnc(NCc3nc4ccccc4[nH]3)c3ccccc23)cc1S(=O)(=O)N(C)C	-23	2	-3	3	x	1	0	-2
CC1CC(C)CN(CC(=O)N2CCCc3c2c(=O)oc2ccc(OCc4ccccc4)cc32)C1 (stereo not given)	x	-3	2	x	x	3	-2	-5
COc1ccc(S(=O)(=O)N(C)C[C@@H]2OCCCC[C@H](C)Oc3ccc(NS(=O)(=O)c4c(C)noc4C)cc3C(=O)N([C@@H](C)CO)C[C@H]2C)cc1	-39	10	46	-2	-0.2	-6	-1	-8[16.7 µM]
COC(=O)C1=C(C)NC(=O)NC1c1ccc2ccccc2c1 (stereo not given)	4	12	-2	-5	-0.1	4	11	-5
O=c1c2ccccc2nnn1CSc1ccc2c(c1)OCCO2	x	2	1	x	x	1	-3	-1
O=C(NCC(=O)N1CCN(c2ccc(C(F)(F)F)cn2)CC1)c1ccc(Br)o1	-4	4	2	0	-0.4	0	-5	-5
COc1ccc(S(=O)(=O)N(C)C[C@@H]2Oc3ccc(NC(=O)Cn4cnnn4)cc3C(=O)N([C@H](C)CO)C[C@H]2C)cc1	-7	-5	1	-3	0.0	8	-8	-1[16.7 µM]
COc1ccc(-c2ccnc3[nH]n(-c4ccccc4)c(=O)c23)cc1	-30	7	1	-3	0.8	-3	2	-1
CC(=O)NS(=O)(=O)c1ccc(NC(=O)CC23CC4CC(CC(Br)(C4)C2)C3)cc1	-9	-14	-2	0	x	-2	9	-1
CC1(Cc2ccc(Cl)cc2)C(=O)Nc2ccc(-c3cccnc3)cc21 (stereo not given)	-8	46*	0	-1	0.2	-6	-5	10
CCCNC(=O)N[C@H]1CC[C@H](CCn2cc(C3CCCC3)nn2)O[C@H]1CO	-16	-10	5	-2	0.1	4	2	x
COc1ccc2[nH]c3c(c2c1)CCN1C(=O)C(CC(=O)NCc2ccco2)C[C@H](C(=O)N2CCOCC2)[C@@]31CCC1CCCC1 (stereo not given in full)	-8	3	0	x	0.0	-5	-2	-1
Cc1ccc(S(=O)(=O)N(C)C[C@@H]2OCCCC[C@@H](C)Oc3ccc(NS(C)(=O)=O)cc3C(=O)N([C@@H](C)CO)C[C@@H]2C)cc1	5	-15	9	2	0.0	2	0	17[16.7 µM]
CC(=O)Nc1ccc(S(=O)(=O)NNC(=O)NC23CC4CC(CC(C4)C2)C3)cc1	-10	0	6	2	0.0	3	3	-3
Cc1nc(SCc2cccc(F)c2)[nH]c(=O)c1C#N	x	6	-2	x	x	1	4	0
